Source: PubChem BioAssay
ANO1 block – TMEM16A chloride channel inhibitors, primary screen, cell-based, HTS | Anoctamin-1 (Mus musculus), Q8BHY3 | HEK293 TMEM16A/YFP iodide influx fluorescence, ionomycin | normalized B-score (activity score, 25-100; higher = stronger inhibition) at 10 µM | hit rate 1.2% among 310,000 | AID 588511, 2011;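 active = ratio plate-corrected score three or more library SD toward inhibition, starting fluorescence score within five deviations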;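 also: score derived from kinetic fluorescence span divided by baseline fluorescence per well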
KCNK3 block – human KCNK3 channel inhibitors, primary screen, CHO cells, FluxOR thallium flux, B-score; Potassium channel subfamily K member 3 (Homo sapiens), O14649; FluxOR fluorescence; active compounds read low; B-score at 10 µM; hit rate 0.84% among 340,000;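 active = B-score under library mean minus 4 SD, starting fluorescence ratio at most library mean plus 5 SD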;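 also: more negative B-score means stronger inhibition of thallium flux through KCNK3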
ANO1 activ – TMEM16A chloride channel activators or potentiators, primary screen, cell-based, HTS | HEK293 TMEM16A/YFP-H148Q/I152L, iodide quench fluorescence; active compounds read low | B-score at 10 µM | hit rate 0.3% among 340,000 | AID 623877, 2012;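 active = fluorescence-ratio B-score plate-corrected deviation score at least 3 library SD below zero, with starting fluorescence score within 5 deviations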;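 also: channel opened by trigger with iodide after compound preincubation; score built on the fluorescence ratio of max minus min over baseline; more negative score means more quench and so TMEM16A activation or potentiation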
KCNQ1 inh – inhibitors of human KCNQ1 channel, primary screen, cell-based, thallium flux, high-throughput; AID 2642, 2010; Potassium voltage-gated channel subfamily KQT member 1 (Homo sapiens), P51787; B-score at 10 µM; CHO-K1 KCNQ1, FluxOR thallium flux fluorescence; active compounds read high; hit rate 1.3% among 310,000;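 active = compounds whose thallium flux B-score, printed positive for inhibition, exceeds three library SD while starting fluorescence stays within three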;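 also: channel opened by potassium depolarization with thallium stimulus after 20 min compound exposure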
Target sequence (P51787 whole entry, looked up): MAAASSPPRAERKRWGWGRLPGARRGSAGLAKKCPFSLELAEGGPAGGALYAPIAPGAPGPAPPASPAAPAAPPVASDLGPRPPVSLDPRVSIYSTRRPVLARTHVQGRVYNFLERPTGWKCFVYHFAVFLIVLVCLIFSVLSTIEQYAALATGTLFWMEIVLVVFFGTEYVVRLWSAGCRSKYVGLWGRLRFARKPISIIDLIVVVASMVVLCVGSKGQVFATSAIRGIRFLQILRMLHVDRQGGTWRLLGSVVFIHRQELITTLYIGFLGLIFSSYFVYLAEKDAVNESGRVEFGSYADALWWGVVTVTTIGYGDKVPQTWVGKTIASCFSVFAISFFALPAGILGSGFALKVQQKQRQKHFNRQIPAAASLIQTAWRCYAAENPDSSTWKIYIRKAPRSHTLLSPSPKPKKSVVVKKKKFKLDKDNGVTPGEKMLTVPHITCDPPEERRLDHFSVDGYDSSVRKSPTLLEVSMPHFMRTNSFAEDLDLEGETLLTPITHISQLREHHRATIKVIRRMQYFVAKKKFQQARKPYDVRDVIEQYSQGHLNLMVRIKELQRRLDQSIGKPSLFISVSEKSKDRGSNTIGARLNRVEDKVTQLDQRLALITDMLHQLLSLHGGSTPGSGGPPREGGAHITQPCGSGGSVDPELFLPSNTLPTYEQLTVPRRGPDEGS
KCNK9 inh – KCNK9 potassium channel inhibitors, primary screen, HEK293 cells, thallium flux; hit rate 1.2% among 310,000; FluxOR thallium flux fluorescence; active compounds read low; Potassium channel subfamily K member 9 (Homo sapiens), Q9NPC2; B-score at 10 µM;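 active = ratio B-score over 3 SD below the library mean, with starting fluorescence within 5 SD of its mean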;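 also: negative B-score means less thallium flux so channel inhibition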
Target sequence (Q9NPC2 whole entry, looked up): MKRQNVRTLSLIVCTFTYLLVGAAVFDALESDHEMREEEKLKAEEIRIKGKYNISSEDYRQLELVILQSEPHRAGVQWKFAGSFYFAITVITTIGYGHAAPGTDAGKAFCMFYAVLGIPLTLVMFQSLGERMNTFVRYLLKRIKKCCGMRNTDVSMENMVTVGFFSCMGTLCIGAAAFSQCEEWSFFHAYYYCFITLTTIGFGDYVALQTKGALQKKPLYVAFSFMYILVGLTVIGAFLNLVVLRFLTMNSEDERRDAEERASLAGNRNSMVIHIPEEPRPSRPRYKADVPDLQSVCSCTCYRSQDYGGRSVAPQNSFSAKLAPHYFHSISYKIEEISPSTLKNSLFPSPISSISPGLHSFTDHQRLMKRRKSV
RGS4 pot – RGS4 potentiators or activators, primary screen, cell-based, HEK293 M3R inducible RGS4, calcium flux; carbachol calcium flux Fluo4; active compounds read low; B-score at 10 µM; hit rate 0.92% among 310,000;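 active = B-score of the integrated calcium signal more than 4 SD below the library mean, with starting fluorescence not abnormally high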;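 also: negative B-score means reduced calcium response which marks RGS4 activation or potentiation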
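Assay system: HEK293 FlpIn-TREx cells, stable M3R, doxycycline-inducible RGS4 / Probe or stimulus: carbachol, ECmax concentration / Times: overnight RGS4 induction, 30 min dye load 37 °C, 20 min compound RT / Signal: kinetic calcium fluorescence imaging with Fluo4-AM dye, 2 µM / Measure: Agonist-evoked peak-minus-minimum fluorescence over baseline, integrated ratio, B score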
RGS4 block – RGS4 inhibitors, primary screen, cell-based, HEK293 M3R inducible RGS4, calcium flux. Fluo-4 calcium flux; active compounds read high; triggered by carbachol at its EC20. AID 463165, 2010. B-score at 10 µM. hit rate 0.45% among 310,000. Regulator of G-protein signaling 4 (Homo sapiens), P49798;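 active = B-score, a plate-corrected calcium signal, over three deviations above library mean, with baseline fluorescence within five deviations of library mean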;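 also: RGS4 expression induced by doxycycline in cells with stable M3 receptor; B-score is computed from the integrated fluorescence ratio over baseline after carbachol; higher B-score means a larger calcium signal and so more RGS4 inhibition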
hERG protect – hERG rescue from dofetilide block, primary screen, cell-based, CHO-hERG, FluxOR thallium flux, dofetilide IC70 | Voltage-gated inwardly rectifying potassium channel KCNH2 (Homo sapiens), Q12809 | dofetilide IC70 present | activation (rescue from dofetilide block), less the hit threshold, % at 10 µM | hit rate 0.51% among 310,000 | AID 1511, 2009;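 active = activation above the mean of controls blocked by dofetilide plus 5 SD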;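 also: thallium influx through hERG after potassium depolarization seen as dye fluorescence rise; in these data hits start at about 4.7%; inactives centre near -7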
KCNQ1 pot – potentiators or activators of KCNQ1 channel, primary screen, cell-based, thallium flux, high-throughput. CHO-K1 KCNQ1, thallium flux FluxOR fluorescence; active compounds read high. B-score at 10 µM. hit rate 0.35% among 310,000;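 active = fluorescence ratio B-score, a plate-corrected score, at least three library SD, with initial intensity B-score within 5 SD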
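Assay system: stable KCNQ1 CHO-K1 line; medium: assay buffer, equal DMSO in all wells; timing: 90 min dye loading and 20 min compound exposure, both at room temperature; technique: kinetic FluxOR thallium fluorescence, 10-s 1-Hz baseline, 110-s post-stimulus read; read-out basis: B score of baseline-normalized fluorescence ratio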
MrgX1 ag – agonists of human MrgX1 receptor, primary screen, HEK293 cells, Fluo-4 calcium flux; Mas-related G-protein coupled receptor member X1 (Homo sapiens), Q96LB2; Fluo-4 calcium fluorescence, agonist mode; active compounds read high; B-score at 10 µM; hit rate 0.44% among 310,000; AID 588627, 2011;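 active = calcium response B-score plate-corrected fluorescence ratio at least 3 library SD, with starting fluorescence B-score inside 5 SD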
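Test system: HEK293 cells stably expressing human MrgX1 receptor; Input: fifteen thousand cells per well; Dosing: compound delivered in addition one of three; Schedule: overnight seeding, then 1 h dark dye loading; Technique: Fluo-4 NW calcium fluorescence; Measure: B-scored fluorescence response ratio; Controls: positive and negative controls per plate.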
MrgX1 allo act – positive allosteric modulators of MrgX1, primary screen, HEK293 cells, Fluo-4 calcium flux | hit rate 0.63% among 310,000 | FDSS; active compounds read high | AID 588675, 2011 | B-score at 10 µM;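 active = plate-corrected calcium response at least 3 library SD above typical, normal starting fluorescence, not activating the receptor alone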;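 also: compound read alongside a low EC10 to EC30 dose of BAM8-22 agonist; peak minus trough fluorescence over baseline measured at the second addition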
The depositor's hits bear a star. Compounds were not picked by outcome. Share with any hit: about 6.3%.

For COc1ccc(S(=O)(=O)N(CC(=O)O)c2ccccn2)cc1 the results were ANO1 block inactive, KCNK3 block inactive, ANO1 activ inactive, KCNQ1 inh inactive, KCNK9 inh inactive, RGS4 pot inactive, RGS4 block inactive, hERG protect -2.2, KCNQ1 pot inactive, MrgX1 ag inactive and MrgX1 allo act inactive.
Cc1cc(C)cc(C(=O)NN2CCN(C)CC2)c1 was read as ANO1 block inactive, KCNK3 block inactive, ANO1 activ inactive, KCNQ1 inh inactive, KCNK9 inh inactive, RGS4 pot inactive, RGS4 block inactive, hERG protect -5.8, KCNQ1 pot inactive, MrgX1 ag inactive and MrgX1 allo act inactive.
Screening Cc1c(C#N)c(N=CN(C)C)c(C(=O)c2ccccc2)n1-c1ccc(Br)cc1 returned ANO1 block inactive, KCNK3 block inactive, ANO1 activ inactive, KCNQ1 inh inactive, KCNK9 inh inactive, RGS4 pot inactive, RGS4 block inactive, hERG protect 0.7, KCNQ1 pot inactive, MrgX1 ag inactive and MrgX1 allo act inactive.
O=C(c1ccc2c(=O)n(CCc3ccccc3)c(=O)[nH]c2c1)N1CCN(c2ccccc2)CC1 was read as ANO1 block inactive, KCNK3 block inactive, ANO1 activ inactive, KCNQ1 inh inactive, KCNK9 inh inactive, RGS4 pot inactive, RGS4 block inactive, hERG protect -6.2, KCNQ1 pot inactive, MrgX1 ag inactive and MrgX1 allo act inactive.
Screening O=[N+]([O-])c1cccc(-c2nc(-c3ccccc3)c(-c3cccs3)[nH]2)c1 returned ANO1 block inactive, KCNK3 block inactive, ANO1 activ inactive, KCNQ1 inh inactive, KCNK9 inh inactive, RGS4 pot inactive, RGS4 block inactive, hERG protect -3.0, KCNQ1 pot inactive, MrgX1 ag inactive and MrgX1 allo act inactive.
Screening CC(NC(=O)CCC(=O)NC(C)c1ccccc1)c1ccccc1 (centres undefined) returned ANO1 block inactive, KCNK3 block inactive, ANO1 activ inactive, KCNQ1 inh inactive, KCNK9 inh inactive, RGS4 pot inactive, RGS4 block inactive, hERG protect -7.3, KCNQ1 pot inactive, MrgX1 ag inactive and MrgX1 allo act inactive.
O=C(c1cc(=O)c2ccccc2o1)N1CCN(c2ccccc2F)CC1 was read as ANO1 block inactive, KCNK3 block inactive, ANO1 activ inactive, KCNQ1 inh inactive, KCNK9 inh inactive, RGS4 pot inactive, RGS4 block inactive, hERG protect -17.4, KCNQ1 pot inactive, MrgX1 ag inactive and MrgX1 allo act inactive.
`CCOC(=O)C1=C(c2ccccc2)Nc2ncnn2C1c1ccccn1` (centres undefined) gave ANO1 block inactive, KCNK3 block inactive, ANO1 activ inactive, KCNQ1 inh inactive, KCNK9 inh inactive, RGS4 pot inactive, RGS4 block inactive, hERG protect -9.2, KCNQ1 pot inactive, MrgX1 ag inactive and MrgX1 allo act inactive.
`COc1cc2c(cc1NC(=O)c1ccncc1)oc1ccccc12` gave ANO1 block inactive, KCNK3 block inactive, ANO1 activ inactive, KCNQ1 inh inactive, KCNK9 inh inactive, RGS4 pot inactive, RGS4 block inactive, hERG protect -4.0, KCNQ1 pot inactive, MrgX1 ag inactive and MrgX1 allo act inactive.
For COc1cccc(NC(=S)N2CCC(c3ccc(C)cc3)C2)c1 (centres undefined) the results were ANO1 block inactive, KCNK3 block inactive, ANO1 activ inactive, KCNQ1 inh inactive, KCNK9 inh inactive, RGS4 pot inactive, RGS4 block inactive, hERG protect -5.1, KCNQ1 pot inactive, MrgX1 ag inactive and MrgX1 allo act inactive.
Cc1nc(NCCc2ccccc2)c2nnn(Cc3ccccc3)c2n1 was read as ANO1 block inactive, KCNK3 block inactive, ANO1 activ inactive, KCNQ1 inh inactive, KCNK9 inh inactive, RGS4 pot inactive, RGS4 block inactive, hERG protect -3.8, KCNQ1 pot inactive, MrgX1 ag inactive and MrgX1 allo act inactive.
COc1ccc(Cl)cc1NC(=O)C/C(C)=N/NC(=O)C(=O)NCc1ccccc1 was read as ANO1 block inactive, KCNK3 block inactive, ANO1 activ inactive, KCNQ1 inh inactive, KCNK9 inh inactive, RGS4 pot inactive, RGS4 block inactive, hERG protect -6.5, KCNQ1 pot inactive, MrgX1 ag inactive and MrgX1 allo act inactive.
For COc1ccc(/C=N\NC(=O)c2ccccc2Cl)cc1COc1c(F)c(F)c(F)c(F)c1F the results were ANO1 block inactive, KCNK3 block inactive, ANO1 activ inactive, KCNQ1 inh inactive, KCNK9 inh inactive, RGS4 pot inactive, RGS4 block inactive, hERG protect -8.8, KCNQ1 pot inactive, MrgX1 ag inactive and MrgX1 allo act inactive.
`Cc1ccc(OCC(=O)N(C)CC(=O)Nc2ccc(F)c(F)c2F)cc1` gave ANO1 block inactive, KCNK3 block inactive, ANO1 activ inactive, KCNQ1 inh inactive, KCNK9 inh inactive, RGS4 pot inactive, RGS4 block inactive, hERG protect -9.4, KCNQ1 pot inactive, MrgX1 ag inactive and MrgX1 allo act inactive.
`O=C(CC12CC3CC(CC(C3)C1)C2)N/N=C/c1ccc([N+](=O)[O-])o1` gave ANO1 block inactive, KCNK3 block inactive, ANO1 activ inactive, KCNQ1 inh inactive, KCNK9 inh inactive, RGS4 pot inactive, RGS4 block inactive, hERG protect -10.6, KCNQ1 pot inactive, MrgX1 ag inactive and MrgX1 allo act inactive.
For O=C1CSC(c2c(F)cccc2Cl)N1c1cccc(F)c1 (centres undefined) the results were ANO1 block inactive, KCNK3 block inactive, ANO1 activ inactive, KCNQ1 inh inactive, KCNK9 inh inactive, RGS4 pot inactive, RGS4 block inactive, hERG protect -13.0, KCNQ1 pot inactive, MrgX1 ag inactive and MrgX1 allo act inactive.
Screening COc1cc2[nH]c(=S)nc(NCCCOC(C)C)c2cc1OC returned ANO1 block inactive, KCNK3 block inactive, ANO1 activ inactive, KCNQ1 inh inactive, KCNK9 inh inactive, RGS4 pot inactive, RGS4 block inactive, hERG protect -11.6, KCNQ1 pot inactive, MrgX1 ag inactive and MrgX1 allo act inactive.
For Cc1ccc(COC(=O)c2ccc3c(c2)C(=O)N(CCCN2CCOCC2)C3=O)cc1 the results were ANO1 block inactive, KCNK3 block inactive, ANO1 activ inactive, KCNQ1 inh inactive, KCNK9 inh inactive, RGS4 pot inactive, RGS4 block inactive, hERG protect -21.1, KCNQ1 pot inactive, MrgX1 ag inactive and MrgX1 allo act inactive.
For CCn1c(SC(C)C(=O)Nc2nnc(C)s2)nnc1-c1ccco1 (centres undefined) the results were ANO1 block inactive, KCNK3 block inactive, ANO1 activ inactive, KCNQ1 inh inactive, KCNK9 inh inactive, RGS4 pot inactive, RGS4 block inactive, hERG protect -6.9, KCNQ1 pot inactive, MrgX1 ag inactive and MrgX1 allo act inactive.
Screening COc1ccc(/C=C/C(=O)Oc2ccc(C=O)cc2OC)cc1 returned ANO1 block inactive, KCNK3 block inactive, ANO1 activ inactive, KCNQ1 inh inactive, KCNK9 inh inactive, RGS4 pot inactive, RGS4 block inactive, hERG protect -9.3, KCNQ1 pot inactive, MrgX1 ag inactive and MrgX1 allo act inactive.
For CC(C)Sc1nc2sc(-c3ccccc3)cc2c(=O)n1N the results were ANO1 block inactive, KCNK3 block inactive, ANO1 activ inactive, MrgX1 ag inactive and MrgX1 allo act inactive.
CCSC(=S)Nc1c(C)n(C)n(-c2ccccc2)c1=O was read as ANO1 block inactive, KCNK3 block inactive, ANO1 activ inactive, KCNQ1 inh inactive, KCNK9 inh inactive, RGS4 pot inactive, RGS4 block inactive, hERG protect -5.2, KCNQ1 pot inactive, MrgX1 ag inactive and MrgX1 allo act inactive.
`COc1cccc(-c2csc(N3CCN(S(=O)(=O)c4ccc(F)cc4)CC3)n2)c1` gave ANO1 block inactive, KCNK3 block inactive, ANO1 activ inactive, KCNQ1 inh inactive, KCNK9 inh inactive, RGS4 pot inactive, RGS4 block inactive, hERG protect -10.8, KCNQ1 pot inactive, MrgX1 ag inactive and MrgX1 allo act inactive.
For CCOC(=O)NC(=O)/C(C#N)=N\Nc1cccc(Cl)c1 the results were ANO1 block inactive, KCNK3 block inactive, ANO1 activ inactive, KCNQ1 inh inactive, KCNK9 inh inactive, RGS4 pot inactive, RGS4 block inactive, hERG protect -19.1, KCNQ1 pot inactive, MrgX1 ag inactive and MrgX1 allo act inactive.
Screening CCCc1cc(=O)[nH]c2nnc(SCC(=O)Nc3cc(C)on3)n12 returned ANO1 block inactive, KCNK3 block inactive, ANO1 activ inactive, KCNQ1 inh inactive, KCNK9 inh inactive, RGS4 pot inactive, RGS4 block inactive, hERG protect -1.1, KCNQ1 pot inactive, MrgX1 ag inactive and MrgX1 allo act inactive.
`CCOc1cc(/C=N\O)cc(Cl)c1OCC` gave ANO1 block inactive, KCNK3 block inactive, ANO1 activ inactive, KCNQ1 inh inactive, KCNK9 inh inactive, RGS4 pot inactive, RGS4 block inactive, hERG protect -4.4, KCNQ1 pot inactive, MrgX1 ag inactive and MrgX1 allo act inactive.
Screening NC(=O)c1cc(S(=O)(=O)Nc2cccc(Cl)c2)cs1 returned ANO1 block inactive, KCNK3 block inactive, ANO1 activ inactive, KCNQ1 inh inactive, KCNK9 inh inactive, RGS4 pot inactive, RGS4 block inactive, hERG protect 4.9*, KCNQ1 pot inactive, MrgX1 ag inactive and MrgX1 allo act inactive.
For CCOC(=O)CN1C(=O)COc2ccc(Cl)cc21 the results were ANO1 block inactive, KCNK3 block inactive, ANO1 activ inactive, KCNQ1 inh inactive, KCNK9 inh inactive, RGS4 pot inactive, RGS4 block inactive, hERG protect -9.2, KCNQ1 pot inactive, MrgX1 ag inactive and MrgX1 allo act inactive.
